Growth percent in the NCI-60 one-dose screen (48 h, 10 µM unless noted): 100 = growth as untreated, 0 = no growth, -100 = all killed.
NCI-H522: NCI-H522 lung cancer | actives 8% (n = 78,000) | AID 1794739
NCI-H460: NCI-H460 lung cancer | actives 6.8% (n = 82,000)
NCI/ADR-RES: NCI/ADR-RES ovarian cells. actives 4.4% (n = 81,000)
HCT-15: HCT-15 colon cancer | actives 5.2% (n = 82,000)
NCI-H226: NCI-H226 lung cancer. actives 3.5% (n = 79,000)
COLO 205: COLO 205 colon cancer | actives 7.3% (n = 79,000)
NCI-H23: NCI-H23 lung cancer. actives 4% (n = 80,000)
NCI-H322M: NCI-H322M lung cancer. actives 2.7% (n = 80,000). AID 1794733
HCT-116: HCT-116 colon cancer; actives 7.3% (n = 82,000)
Starred values were filed as active, the others as inactive; x = not tested or not shown. How the source made its calls: active means growth percent below 10; inactive means the rest.

Second line of a record – NCI-H522	NCI-H460	NCI/ADR-RES	HCT-15	NCI-H226	COLO 205	NCI-H23	NCI-H322M	HCT-116
CC(=O)Nc1nc(C)c(C(=O)N/N=C/c2cccn2C)s1
 : 86	109	96	106	91	125	96	150	111
Cc1ccc2oc(=O)cc(CSc3nnnn3-c3ccccc3)c2c1
 : 90	101	97	97	100	115	101	98	99
COc1ccc(CNC(=O)CCc2nc3sc4c(c3c(=O)[nH]2)CCC4)cc1OC
 : 94	105	102	105	98	109	95	98	98
COC(=O)c1nnn(-c2cccc(Cl)c2)c1N
 : 75	97	85	66	74	100	74	87	82
CSCCC(C(=O)O)N1C(=O)CSC1=S (stereo not given)
 : 93	104	103	102	101	111	98	103	102
Cc1ccccc1NC(=O)c1cc2ccccc2cc1O
 : 12	38	28	49	77	119	11	25	30
CC(=O)Nc1ccc(S(=O)(=O)NC2CCCCC2)cc1
 : 92	102	100	96	87	103	100	96	103
CC(=O)O[C@@]1(c2cn(-c3ccccc3C(=O)O)nn2)CC[C@H]2[C@@H]3CCC4=CC(=O)CC[C@@H]4[C@H]3CC[C@@]21C
 : 90	107	106	98	99	118	105	106	94
CCC(=O)C(=O)c1ccccc1
 : 90	108	101	106	100	110	96	96	97
Nc1ncc(-c2ccc(NS(=O)(=O)c3ccc(C(F)(F)F)cc3Cl)cc2)[nH]1
 : 75	99	99	97	83	97	99	95	98
CCCOC(=O)c1nc(N(CC2CCCCC2)C(=O)NC)sc1/N=C/c1ccccc1
 : -18*	2.3*	-14*	-70*	57	19	31	58	-26*
O=C1C=CC(=Nc2cc(Cl)c(O)c(Cl)c2)C=C1Cl
 : 84	107	102	101	102	120	92	100	93
CCCCn1cnc2c(SCc3ccccn3)nc(N)nc21
 : 80	109	102	126	97	116	100	111	100
C#CCN1C(=O)/C(=C\c2cn(CC#C)c3ccccc23)c2ccccc21
 : 97	99	107	105	87	78	92	111	97
CN(Cc1ccccc1)/C(N)=N/N
 : 105	111	x	102	114	128	101	110	113
CCC1CCC2=C(C1)C(=O)c1ccccc1C2=O (stereo not given)
 : 28	91	94	73	108	101	56	90	68
COc1cc(-c2c3sc(=O)[nH]c3nc3c2c(=O)[nH]n3C(C)C)cc2c1OCO2
 : 97	101	102	101	96	119	108	100	106
O=C(Nc1cccc([N+](=O)[O-])c1)c1ccc(C(=O)Nc2cccc([N+](=O)[O-])c2)cc1
 : 88	106	105	108	105	109	105	115	99
Nc1ccc(CSc2ccccc2)cc1
 : 71	94	97	95	73	103	102	93	98
CCCc1c(C)[nH]c2ccc(Br)cc2c1=O
 : 96	102	92	100	x	103	105	99	99
COc1cc2cc(Sc3ccc(NC(=O)c4ccc(Cl)c(Cl)c4)cc3)c(C)nc2cc1OC
 : 83	94	83	88	65	89	89	x	87
O=C(COc1ccc(Cl)cc1)Nc1cc(Cl)ccc1Cl
 : 72	102	96	102	85	103	86	97	86
Cc1ccc(C)c(C(=O)CC(C)C(=O)O)c1 (stereo not given)
 : 100	112	110	103	109	100	104	106	102
COc1cc(CNCCCN2C(=O)c3ccc4c5c(ccc(c35)C2=O)C(=O)N(CCCNCc2cc(OC)c(OC)c(OC)c2)C4=O)cc(OC)c1OC
 : -81*	-75*	71	-29*	x	-93*	-75*	-24*	-62*
C=C(C)[C@@H]1CC[C@]2(C(=O)NCc3ccc(OCc4cn(-c5ccc(Cl)c(Cl)c5)nn4)c(OC)c3)CC[C@]3(C)C(CCC4[C@@]5(C)CCC(OC(C)=O)C(C)(C)C5CC[C@]43C)C12 (stereo not given in full)
 : 93	105	113	103	104	125	99	97	100
CCc1c(Cl)nc(N)nc1Cl
 : 91	109	101	100	104	116	96	99	97
COc1ccc(C(=O)CC2(C#N)C(N)=C(C(N)=O)CC2(C#N)C#N)cc1OC (stereo not given)
 : 92	111	99	103	99	132	92	95	93
CCC1=CC2CN(C1)Cc1c([nH]c3ccccc13)[C@@](C(=O)OC)(c1cc3c(cc1OC)N(C)[C@H]1[C@@](O)(C(=O)OC)[C@H](OC(C)=O)[C@]4(CC)C=CCN5CC[C@]31[C@@H]54)C2 (stereo not given in full)
 : -4.7*	3.4*	-16*	21	-1.3*	-75*	3.6*	70	-9.8*
OC(c1ccccc1)C(Nc1ccccn1)c1ccccc1 (stereo not given)
 : 103	98	107	104	122	115	99	110	100
CN1CC(c2ccccc2)C2(SC(=NC3CCCCC3)N(Nc3ccccc3)C2=O)C12C(=O)Nc1ccccc12 (stereo not given)
 : 54	45	22	38	49	75	49	68	30
CCOC(=O)c1ccc(NS(C)(=O)=O)cc1
 : 110	103	100	95	110	121	91	109	103
O=C([C@@H]1C[C@@H]1c1ccc(S(F)(F)(F)(F)F)cc1)N1CCN(c2cc(Cl)ccc2C(F)(F)F)CC1
 : 66	79	87	68	80	81	92	106	58
COc1ccc(N2CCN(c3nc(-c4cc(OC)c(OC)c(OC)c4)nc4ccccc34)CC2)cc1
 : 55	87	65	62	78	63	81	91	70
CSc1nnc2n(Cc3ccccc3)c(=O)c3c4c(sc3n12)CCCC4
 : 88	113	98	104	98	103	94	108	91
COc1cc(OC)c(Cl)cc1N
 : 95	103	109	97	108	115	105	110	106
OCc1cc(CN2CCC(N3CCCCC3)CC2)c(O)c2ncccc12
 : 81	60	91	39	52	52	88	67	38
CCC1([N+](=O)[O-])COC(c2ccc(C(C)C)cc2)OC1 (stereo not given)
 : x	111	105	111	111	109	91	x	98
c1cc2[nH]snc2c2nc(-c3nc4ccc5[nH]snc5c4n3)nc12
 : 98	91	100	92	88	94	88	86	84
COC(=O)[C@@H](OC(=O)NS(=O)(=O)N(c1ccc(F)cc1)C1CCN(C(=O)c2ccc(F)cc2)CC1)C(C)C
 : 86	97	97	104	103	122	97	84	85
CCOc1nc2cccc(C(=O)OC(C)OC(=O)OC3CCCCC3)c2n1Cc1ccc(-c2ccccc2-c2nn[nH]n2)cc1 (stereo not given)
 : 52	82	68	60	89	102	52	70	39
O=C(Nc1ccc(Cl)cc1)Nc1ccc(Oc2ccc(NC(=O)Nc3ccc(Cl)cc3)cc2)cc1
 : 91	99	103	99	86	92	102	87	99
O=C(NC(=S)N1CCN(c2ncnc3c2cnn3-c2ccccc2)CC1)c1ccc(Br)cc1
 : 61	69	54	58	61	99	64	75	60
O=C(CC(C(=O)c1ccccc1)c1ccccc1)c1ccccc1 (stereo not given)
 : 87	95	x	x	x	107	119	97	86
CCCOc1ccc2cc([C@@H]3C[C@H]3CCNS(=O)(=O)c3ccc(C)cc3)ccc2c1
 : 70	80	73	79	73	91	70	100	80
COC(=O)c1ccc(OCc2ccccc2)cc1O
 : 96	107	98	96	91	109	103	93	94
C#CCn1cc(/C=N/Nc2nc(-c3ccc(Cl)c(Cl)c3)cs2)c2ccccc21
 : 88	99	99	78	81	105	86	95	89
Cc1nc(N)sc1C(=O)Nc1ccc(F)cc1
 : 91	114	121	103	95	119	111	98	101
C(=N\Nc1nnc2n1N=C(c1ccccc1)CS2)/c1c[nH]c2ccccc12
 : 76	106	103	102	97	104	103	102	112
c1ccc(Nc2nnc(-c3cc(-c4cccnc4)n(-c4ccccc4)n3)s2)cc1
 : 71	80	62	8.1*	100	83	79	109	77
CN(C)C(=O)N(C)/N=C/c1ccc([N+](=O)[O-])o1
 : 96	102	99	109	101	109	107	97	98
Cc1ccc(S(N)(=O)=O)cc1C
 : 86	102	103	105	94	104	99	89	102
CS(=O)(=O)c1ccc(-c2cnc3ccc(-c4cccc(S(C)(=O)=O)c4)nn23)cc1
 : 58	21	81	28	65	46	44	33	34
Cc1cccc(Cl)c1NC(=O)c1cnc(Nc2cc(N3CCOCC3)cc(S(C)(=O)=O)c2)s1
 : 7.3*	71	64	43	66	-7.0*	81	-6.5*	13
CCOC(=O)NCC1(c2ccccc2)CCN(Cc2ccccc2)CC1
 : 96	106	108	104	107	103	107	111	99
C#CCNc1nc(NN2C(=O)c3cccc4cccc(c34)C2=O)nc(N2CCOCC2)n1
 : 85	99	91	89	98	124	91	108	83
CCc1cc(CC)c(CC)c(C(=O)OCCN(CC)CC)c1CC
 : 67	100	97	93	107	88	101	82	88
COc1cc2oc(-c3cccc(C(=O)N[C@@H](C)C(=O)O)c3)cc(=O)c2c(OC)c1OC
 : 96	108	98	110	100	117	x	102	109
Cc1ccc(-c2ccc(SCC(=O)NCCc3ccc(S(N)(=O)=O)cc3)nn2)cc1
 : 70	87	95	107	73	91	44	93	46
N#Cc1c(-c2ccc(Cl)cc2)nc2c(N=Nc3ccc(S(N)(=O)=O)cc3)c(N)nn2c1N
 : 71	79	100	92	75	90	82	92	66
CN1CCN(C(=O)/C=C/c2ccc([N+](=O)[O-])o2)CC1
 : 4.4*	91	100	64	110	76	98	111	82

Looked up by structure from above (3):
Second line of a record – NCI-H522	NCI-H460	NCI/ADR-RES	HCT-15	NCI-H226	COLO 205	NCI-H23	NCI-H322M	HCT-116
O=C([C@@H]1C[C@@H]1c1ccc(S(F)(F)(F)(F)F)cc1)N1CCN(c2cc(Cl)ccc2C(F)(F)F)CC1
 : 66	79	87	68	80	81	92	106	58
C#CCn1cc(/C=N/Nc2nc(-c3ccc(Cl)c(Cl)c3)cs2)c2ccccc21
 : 88	99	99	78	81	105	86	95	89
CCc1cc(CC)c(CC)c(C(=O)OCCN(CC)CC)c1CC
 : 67	100	97	93	107	88	101	82	88

Reformatted with tabs: part of the list above.
SMILES	NCI-H522	NCI-H460	NCI/ADR-RES	HCT-15	NCI-H226	COLO 205	NCI-H23	NCI-H322M	HCT-116
CCCOc1ccc2cc([C@@H]3C[C@H]3CCNS(=O)(=O)c3ccc(C)cc3)ccc2c1	70	80	73	79	73	91	70	100	80
COC(=O)c1ccc(OCc2ccccc2)cc1O	96	107	98	96	91	109	103	93	94

4 compounds out of the list, ordered by count of non-hydrogen atoms, low to high.
Second line of a record – NCI-H522	NCI-H460	NCI/ADR-RES	HCT-15	NCI-H226	COLO 205	NCI-H23	NCI-H322M	HCT-116
C(=N\Nc1nnc2n1N=C(c1ccccc1)CS2)/c1c[nH]c2ccccc12
 : 76	106	103	102	97	104	103	102	112
Cc1ccc(-c2ccc(SCC(=O)NCCc3ccc(S(N)(=O)=O)cc3)nn2)cc1
 : 70	87	95	107	73	91	44	93	46
N#Cc1c(-c2ccc(Cl)cc2)nc2c(N=Nc3ccc(S(N)(=O)=O)cc3)c(N)nn2c1N
 : 71	79	100	92	75	90	82	92	66
COc1ccc(N2CCN(c3nc(-c4cc(OC)c(OC)c(OC)c4)nc4ccccc34)CC2)cc1
 : 55	87	65	62	78	63	81	91	70

The listing continues.
Second line of a record – NCI-H522	NCI-H460	NCI/ADR-RES	HCT-15	NCI-H226	COLO 205	NCI-H23	NCI-H322M	HCT-116
O=C(NO)c1ccc(Cn2c3c(c4ccccc42)CS(=O)(=O)CC3)cc1
 : 57	91	94	99	83	80	82	92	93
O/N=C1\c2ccccc2-c2ccc(F)cc21
 : 100	99	107	75	82	74	99	92	98
Cc1cn(Cc2ccccc2Cn2cc(C)c(=O)[nH]c2=O)c(=O)[nH]c1=O
 : 102	198	97	151	113	119	98	128	94
CC(=O)Oc1cc2c(s1)CCN([C@H](C(=O)C1CC1)c1ccccc1F)C2
 : x	111	97	94	97	107	98	x	102
CCCCNC(=S)Nc1ccc(S(=O)(=O)Nc2ccc(Cl)nn2)cc1
 : 87	103	97	112	90	117	88	106	95
O=[N+]([O-])c1ccc(N/N=C/CCl)c([N+](=O)[O-])c1
 : 95	109	94	110	109	98	102	101	103
O=C1C[C@H](Sc2nc3c(c(C(F)(F)F)n2)CCCC3)[C@H]2CO[C@@H]1O2
 : 98	102	105	101	99	103	101	104	100
c1csc(-c2cc(-c3cc(-c4cccs4)[nH]n3)n[nH]2)c1
 : 89	107	100	99	79	114	91	94	91
C=CCN1C(=O)/C(=C/C(=O)OC)S/C1=N\NC(=O)c1cc2ccc1/C=C\c1ccc(cc1)/C=C\2
 : 61	102	90	67	88	110	88	97	54
COc1ccccc1OCc1ccccc1
 : 89	107	103	113	84	106	98	92	100
CC(=O)C(CO)C(=O)Nc1ccccc1 (stereo not given)
 : 82	x	103	99	97	99	103	86	106
CCN(CC)CCCC(C)Nc1nc(C)cc(COC)n1 (stereo not given)
 : 105	102	107	103	97	105	106	109	105
CC12CCCC(=O)N1c1ccccc1-c1nc(=O)c(-c3ccc(F)cc3)nn12 (stereo not given)
 : 90	100	97	96	96	113	102	93	90
CCOC(=O)N/N=C\C(C)=N\NC(=O)OCC
 : 89	102	98	100	119	114	101	89	104
O=C(Oc1ccc(C2c3cc(OC(=O)c4ccccc4)c(OC(=O)c4ccccc4)cc3CC3C(=O)OCC32)cc1OC(=O)c1ccccc1)c1ccccc1 (stereo not given)
 : 76	100	98	109	93	97	102	109	85
O=C1/C(=C\c2cn(-c3ccccc3)nc2-c2ccccc2)CCc2ccccc21
 : 63	98	86	82	86	115	91	101	90
C=C(OC(C)=O)c1ccccc1
 : 88	102	109	114	107	109	97	113	98
O=C(C[n+]1cc2ccccc2cn1)c1ccc(O)c(O)c1
 : 90	103	98	98	91	116	94	95	101
O=C(Oc1c(Cl)c(Cl)c(Cl)c(Cl)c1Cl)c1ccc(Cl)cc1Cl
 : 70	100	102	104	76	87	91	98	81
Cc1ccc(-c2cc3nc(C(Cl)Cl)nc(-c4ccc(F)cc4)n3n2)cc1
 : 96	87	92	87	114	108	96	94	100
COc1ccccc1-c1cn2ccnc2c(-c2ccccc2O)n1
 : 81	88	61	72	81	77	79	92	76
COc1cc(-c2nc3ccc(-c4nnc(SCc5ccccc5)o4)cc3[nH]2)cc(OC)c1OC
 : 73	86	75	38	59	108	80	94	77
Cc1cn(-c2cc(C(=O)NCCNc3nccc(-c4c(-c5ccc(F)cc5)nc5sccn45)n3)cc(C(F)(F)F)c2)cn1
 : x	93	102	97	97	103	105	95	90
COc1ccc(-c2c(C)nn3c(NCCN4CCOCC4)cc(C)nc23)cc1OC
 : 106	103	100	95	94	111	102	102	90
Cc1cc(O)ccc1O
 : 83	106	97	108	96	120	104	99	96

Assay outcomes (PubChem BioAssay)
